# WRN helicase inh: WRN helicase (human) inhibition | WRN helicase unwinding, fluorescent forked duplex, kinetic | 0.46% of 360,000 active | Potency, µM (top dose mostly 114 µM), without a hit: at the highest dose activity change, negative = inhibition, usual class: inhibitors; also: potency is read from the fitted curve at half-maximal effect; % is scaled to controls: 0 for no effect and ±100 for the full control effect; nearly all actives have a fitted effect of over 55% in size
# Target sequence (Q14191 whole entry, looked up): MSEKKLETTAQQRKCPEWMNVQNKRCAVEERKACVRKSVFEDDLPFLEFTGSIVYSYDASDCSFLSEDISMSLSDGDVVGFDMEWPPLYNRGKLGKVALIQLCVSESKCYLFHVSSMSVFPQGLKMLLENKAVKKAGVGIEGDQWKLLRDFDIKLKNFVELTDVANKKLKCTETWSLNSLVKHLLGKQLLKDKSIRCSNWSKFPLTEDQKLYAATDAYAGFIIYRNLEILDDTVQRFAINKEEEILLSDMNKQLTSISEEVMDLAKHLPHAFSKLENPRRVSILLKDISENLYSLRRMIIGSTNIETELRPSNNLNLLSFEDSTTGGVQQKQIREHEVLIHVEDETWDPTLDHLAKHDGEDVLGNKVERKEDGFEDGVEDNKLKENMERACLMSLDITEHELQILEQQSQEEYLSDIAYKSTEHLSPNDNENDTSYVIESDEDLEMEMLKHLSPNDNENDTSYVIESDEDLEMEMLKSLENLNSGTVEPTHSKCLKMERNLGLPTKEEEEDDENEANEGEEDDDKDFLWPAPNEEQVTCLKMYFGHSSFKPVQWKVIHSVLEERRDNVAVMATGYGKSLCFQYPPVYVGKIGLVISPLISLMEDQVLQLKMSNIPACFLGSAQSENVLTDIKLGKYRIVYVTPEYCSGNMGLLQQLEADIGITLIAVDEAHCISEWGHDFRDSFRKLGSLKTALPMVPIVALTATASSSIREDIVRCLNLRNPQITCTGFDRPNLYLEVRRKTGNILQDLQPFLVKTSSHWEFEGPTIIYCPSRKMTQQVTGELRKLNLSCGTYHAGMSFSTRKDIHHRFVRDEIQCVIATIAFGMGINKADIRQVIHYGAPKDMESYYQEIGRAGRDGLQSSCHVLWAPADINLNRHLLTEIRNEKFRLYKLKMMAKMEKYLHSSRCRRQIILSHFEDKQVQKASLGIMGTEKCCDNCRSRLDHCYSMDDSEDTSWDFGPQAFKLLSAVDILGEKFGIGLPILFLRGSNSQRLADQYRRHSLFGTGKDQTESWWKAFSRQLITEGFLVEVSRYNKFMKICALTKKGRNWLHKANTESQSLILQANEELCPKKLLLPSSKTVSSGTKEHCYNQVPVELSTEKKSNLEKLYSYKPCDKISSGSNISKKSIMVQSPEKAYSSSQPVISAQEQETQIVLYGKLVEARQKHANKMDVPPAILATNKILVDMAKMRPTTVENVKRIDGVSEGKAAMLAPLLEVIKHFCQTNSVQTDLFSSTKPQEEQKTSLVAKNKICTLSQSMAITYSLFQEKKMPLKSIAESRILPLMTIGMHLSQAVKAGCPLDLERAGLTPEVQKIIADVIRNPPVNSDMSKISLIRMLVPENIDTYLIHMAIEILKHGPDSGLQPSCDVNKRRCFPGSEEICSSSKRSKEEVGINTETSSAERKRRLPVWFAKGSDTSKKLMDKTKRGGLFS
#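 WRN at 20 nM final preincubated with compound 15 min at room temperature; reaction started with 100 nM fluorophore/quencher forked duplex oligonucleotide and 2 mM ATP final. Unwinding followed kinetically by red fluorescence (ex 525, em 598 nm).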
# FUS suppressor: FUS proteinopathy suppression in yeast | 0.24% of 390,000 active | AID 1347120 | S. cerevisiae FUS-expressing, growth rescue, OD600, 24 h | Potency, µM (top dose mostly 76.6 µM), for the others: top-dose growth rescue (activation), most hits filed as activators;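 also: potency is read from the fitted curve at half-maximal effect; plate controls were DMSO vehicle for no effect and reference control for full effect; nearly all actives have a fitted effect of over 55% in size; some results filed as inactive show a strong effect at the top dose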
#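 Restored growth of FUS-toxic S. cerevisiae, read as 600 nm absorbance after 24 h at 30C in galactose medium (starting OD 0.005). Controls CP55940 and DMSO.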
# PI5P4Ka inh: blocks human PI5P4K alpha kinase activity | P48426 | PI5P4Kalpha enzyme, ADP-Glo luminescence, 60 min; stronger effect = lower value | max response, % | 1.2% of 330,000 active; active = max response of -50% or lower; inconclusive = between -30% and -50%; inactive = -30% or higher; also: value at the top dose of about 77 µM; % is scaled to controls: 0 for no effect and ±100 for the full control effect
#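 ADP-Glo luminescence end-point after a 60 min room-temperature kinase reaction. PI5P4Kalpha and substrate in HEPES pH 7.4 buffer with EGTA, 0.1% CHAPS and 5% DMSO; ATP at 5 microM final.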
# IL-2 act: activators of IL-2 | 0.065% of 360,000 active | IL-2 activation reporter assay, cell-based qHTS; stimulated with anti-CD3/CD4/CD28 beads; in transgenic mouse T cells | activation, % (series mostly up to about 46 µM); in the data active = activation above about 50%; inconclusive = mostly about 30% to 49%; also: 0% is about no effect
#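 Readout: EGFP and DsRed signals by fluorescent plate cytometry. Unstimulated transgenic mouse T cells received compound 60 min before antibody-bead stimulation, then incubated 18 h at 37 degrees C.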
# EPAC1 ag: EPAC1 (human) agonism | O95398 | EPAC1 agonist qHTS, biochemical assay; response scale: 100% = response to 6.5 mM cAMP | Potency, µM (top dose mostly 154 µM), without a hit: at the top dose activation, usual class: activators | 0.073% of 360,000 active | AID 720707; also: potency is read from the fitted curve at half-maximal effect; nearly all actives have a fitted effect of over 60% in size
#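 Normalized to 6.5 mM cAMP, activity reflects EPAC1-catalysed release of BODIPY-GDP from Rap1B, followed kinetically over 30 min at 480 nm excitation, 540 nm emission. Reaction contained 100 nM EPAC1, 250 nM Rap1B-BODIPY-GDP, 50 uM GDP.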
# aSyn rescue: alpha-synuclein toxicity inhibition in yeast | Yeast expressing alpha-synuclein, growth rescue, BacTiter-Glo, 24 h | Potency, µM (series often up to 46.1 µM), without a hit: top-dose growth rescue (activation), most hits filed as activators | 0.14% of 370,000 active | AID 652106; also: potency is read from the fitted curve at half-maximal effect; % of control where 0% means no effect; nearly all actives have a fitted effect of over 65% in size
#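 Rescue of yeast growth: cells expressing toxic alpha-synuclein, induced in galactose at OD600 0.02, incubated with compound 24 h at 30 C. ATP luminescence quantified growth; inhibitors of toxicity appear as activators.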
# EPAC1 antag: antagonists of human EPAC1; EPAC1 GEF assay, Rap1b-BODIPY-GDP exchange fluorescence; Potency, µM (top dose mostly 115 µM), without a hit: at the top dose activity change, negative = inhibition, usual class: inhibitors; 0.14% of 360,000 active;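 also: potency is read from the fitted curve at half-maximal effect; plate controls were vehicle for no effect and positive control for full effect; nearly all actives have a fitted effect of over 50% in size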
# PLK1 PBD inh: inhibitors of human PLK1 polo-box domain binding | P53350 | Plk1 PBD binding of FITC phosphopeptide, fluorescence polarization | Potency, µM, inactives show max response, negative = inhibition, usual class: inhibitors | 2.8% of 360,000 active | AID 720504; also: potency is read from the fitted curve at half-maximal effect; series mostly up to about 57 µM; % is scaled to controls: 0 for no effect and ±100 for the full control effect; nearly all actives have a fitted effect of over 65% in size
# Abeta rescue: restores growth of yeast expressing A-beta42 peptide | 0.063% of 410,000 active | AID 1347071 | yeast expressing A-beta42, growth rescue, OD600, 48 h; response scale: 0% DMSO, 100% iron-clioquinol control | Potency, µM (doses to about 46.1 µM), for the others: top-dose growth rescue, hits mostly activators; also: potency is read from the fitted curve at half-maximal effect; nearly all actives have a fitted effect of over 55% in size
#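 Yeast growth medium received pinned compounds, then yeast cells expressing toxic A-beta were added; plates incubated at 30 C for 48 hr. Growth read as absorbance at 600 nm, normalized to DMSO and equimolar FeCl3 plus clioquinol controls.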
# Active calls of the source: *; u = inconclusive; x = not tested or not shown; [ ] = dose if it differs, or a comment. Unless noted, calls follow the shape of the dose curve; as a rule, active = well fitted curve in the direction sought with a large enough effect; inconclusive = small, poorly fitted or top-dose-only effect, or another doubt; inactive = no such curve, though single readings can be large; an effect the other way counts as inactive or inconclusive.
# A first look, 3 compounds:
(1) CCOC(=O)CN1C(=O)CCSc2ccc(Cl)cc21
(2) COCCNC(=S)N/N=C(\C)c1ccccc1F
(3) COc1ccc(Nc2cc(C)nc3ccc(OC)cc23)cc1
entry no.	1	2	3
WRN helicase inh	2%	-2%	-27%
FUS suppressor	8%	10%	13%
PI5P4Ka inh	2	2	-3
IL-2 act	-1.9	0.2	-1.5
EPAC1 ag	-8%	5%	4%
aSyn rescue	2%	-2%	9%
EPAC1 antag	10%	10%	-13%
PLK1 PBD inh	5%	-18%	-4%
Abeta rescue	-2%	17%	-7%

# Results, from the first entry:
(1) CCOC(=O)CN1C(=O)CCSc2ccc(Cl)cc21
(2) COCCNC(=S)N/N=C(\C)c1ccccc1F
(3) COc1ccc(Nc2cc(C)nc3ccc(OC)cc23)cc1
(4) COc1ccc(NC(=O)C(OC(=O)c2ccc([N+](=O)[O-])o2)c2ccccc2)cc1Cl (configuration not stated)
(5) O=C(NCCCn1ccnc1)C1CC(c2cccc(Br)c2)=NO1 (configuration not stated)
(6) Cc1cc(NC(=O)CSc2nnc(-c3ccccc3Cl)o2)no1
(7) COc1ccc(Cc2c(-c3ccccc3)nc3c4ccccc4ccn23)c(C)c1
(8) CN(C(=O)c1cccc(NC(=O)Cc2cccc(NC(=O)C3CCN(S(=O)(=O)c4cccc([N+](=O)[O-])c4)CC3)c2)c1)C1CC1
(9) O=C(Cc1ccsc1)N1CCN(S(=O)(=O)c2cccc(F)c2)CC1
(10) Cc1noc(N)c1C(=O)Nc1ccc(F)cc1
entry no.	1	2	3	4	5	6	7	8	9	10
WRN helicase inh	2%	-2%	-27%	-12%	5%[57.1 µM]	1%	-2%	-4%	-7%	9%
FUS suppressor	8%	10%	13%	x	-5%	6%	36%	u	2%	-3%
PI5P4Ka inh	2	2	-3	-21	x	-7	5	-14	6	0
IL-2 act	-1.9	0.2	-1.5	-1.3	2.2	-2.1	2.9	-0.7	3.2	-1.3
EPAC1 ag	-8%	5%	4%	3%	-8%	8%	2%	-7%	-1%	-7%
aSyn rescue	2%	-2%	9%	9%	2%	3%	17%	-1%	2%	-1%
EPAC1 antag	10%	10%	-13%	-14%	4%	5%	-3%	-21%	-3%	4%
PLK1 PBD inh	5%	-18%	-4%	7%	-4%	-5%	10%	-21%	-3%	-11%
Abeta rescue	-2%	17%	-7%	2%	14%	-2%	11%	3%	-5%	-1%

(11) O=C(Oc1ccc(/C=N/O)cc1)c1ccccc1Cl
(12) NC(=O)CC1SC(N)=NC1=O (configuration not stated)
(13) COc1ccc(-c2csc(C(C)(O)c3ccccc3)n2)cc1OC (configuration not stated)
(14) COC(=O)c1cc(S(=O)(=O)NCc2ccc(F)cc2)cn1C
(15) Cc1ccc(-c2ccc(=O)n(CC(=O)NCC3COCCO3)n2)cc1 (configuration not stated)
(16) CCN1CCN(c2ccc(S(=O)(=O)N3CCCCC3)cc2NC(=O)Cc2ccc(OC)cc2)CC1
(17) CCCN1CCN(CCCNC(=O)C2CCN(c3nnc(-n4c(C)ccc4C)s3)CC2)CC1
(18) CC(=O)c1cccc(-c2ccnc3c2CC(C(=O)NCc2ccc(N4CCN(C)CC4)cc2)O3)c1 (configuration not stated)
(19) N#Cc1nc(-c2ccc(OCc3ccc(Cl)cc3)cc2)oc1NCc1cccnc1
(20) Cc1ccc(SCC(=O)N/N=C/c2ccco2)cc1
entry no.	11	12	13	14	15	16	17	18	19	20
WRN helicase inh	8%	7%	-8%[57.1 µM]	1%	4%	-21%	-2%	-7%	0%	-30%
FUS suppressor	-10%	19%	8%	-20%	18%	25%	12%	-7%	-17%	7%
PI5P4Ka inh	-3	5	4	-7	5	4	-7	-4	1	-6
IL-2 act	-0.8	-1.3	-0.9	-2.6	1.8	-1.1	0.3	0.4	1.4	-0.4
EPAC1 ag	-1%	-1%	-2%	-6%	3%	-5%	-9%	12%	-1%	9%
aSyn rescue	-10%	-2%	-15%	6%	2%	-10%	-1%	-1%	0%	-4%
EPAC1 antag	-11%	-2%	-8%	-1%	0%	-27%	-6%	u	-2%	4%
PLK1 PBD inh	-8%	-4%	-3%	3%	-2%	-6%	-11%	0%	0%	1%
Abeta rescue	-19%	-4%	13%	3%	2%	5%	-5%	15%	7%	7%

# Copied from the results shown (two entries):
(11) O=C(Oc1ccc(/C=N/O)cc1)c1ccccc1Cl
(12) NC(=O)CC1SC(N)=NC1=O (configuration not stated)
entry no.	11	12
WRN helicase inh	8%	7%
FUS suppressor	-10%	19%
PI5P4Ka inh	-3	5
IL-2 act	-0.8	-1.3
EPAC1 ag	-1%	-1%
aSyn rescue	-10%	-2%
EPAC1 antag	-11%	-2%
PLK1 PBD inh	-8%	-4%
Abeta rescue	-19%	-4%

# Additional records follow:
(21) CC(C)CCn1cnc2c(NCc3ccccc3)ncnc21
(22) CC(C)N(Cc1nc(-c2ccccc2)no1)C(=O)CSc1ccccc1
(23) O=c1nc2ccccn2c2ccc(S(=O)(=O)N3CCCCC3)cc12
(24) CC(C)CNc1nc(N)c([N+](=O)[O-])c(NCC2CCCO2)n1 (configuration not stated)
(25) C=CCOc1nc2c(c(=O)n(C)c(=O)n2C)n1C
(26) O=C(Nc1cccc(O)c1)C1CC(c2ccc(Cl)cc2)=NO1 (configuration not stated)
(27) Cc1ccccc1NC(=O)CCC(=O)N/N=C/c1cccnc1
(28) Cc1ccc(NC(=O)CN(C)C(=O)c2cn(Cc3ccccc3)nc2-c2cccnc2)cc1
(29) O=C1CC(C2CCCO2)C(=O)N1Cc1ccccc1 (configuration not stated)
(30) CCCCCN(C(=O)CCC(=O)OCc1ccccc1Cl)c1c(N)n(CCCC)c(=O)[nH]c1=O
entry no.	21	22	23	24	25	26	27	28	29	30
WRN helicase inh	-4%	-6%	0%	9%	-1%	1%	0%	-12%	-23%	-17%
FUS suppressor	19%	u	5%	x	-2%	8%	17%	33%	-11%	x
PI5P4Ka inh	x	x	-13	0	x	6	-3	-4	8	8
IL-2 act	-1.1	-0.8	3.1	-2.5	0.2	0.1	-1.7	-0.1	0.7	2.0
EPAC1 ag	0%	14%	14%	-1%	-7%	2%	-7%	22%	6%	-14%
aSyn rescue	12%	16%	0%	-5%	4%	11%	-4%	-2%	1%	0%
EPAC1 antag	-12%	-8%	4%	6%	-3%	-6%	4%	u	-7%	-5%
PLK1 PBD inh	-2%	15µM*	-10%	-15%	-3%	-5%	0%	-7%	-7%	4%
Abeta rescue	u	-30%[inhibitor]	3%	7%	11%	-2%	2%	7%	3%	-12%

(31) O=C(c1cc(=O)[nH]c2ccccc12)N1CCN(c2ccc([N+](=O)[O-])cc2)CC1
(32) COc1cc(C(=O)NC2CCN(C)CC2)ccc1Nc1ncc2c(n1)N(C1CCCC1)CCC(=O)N2C(C)C
(33) Cc1cccc(NC(=O)CN2CCN(C(=O)CN3C(=O)NC4(CCCCC4C)C3=O)CC2)c1C (configuration not stated)
(34) CCn1nc(C)c(CNC(=O)C2CCC(=O)N(CCc3ccc(OC)cc3)C2)c1C (configuration not stated)
(35) O=[N+]([O-])c1ccc(F)c(CN2CCN(c3ncc(Cc4ccccc4)cn3)CC2)c1
(36) CC1=C(C(=O)OCC(C)C)C(c2cccs2)NC(=S)N1 (configuration not stated)
(37) Cc1ccc(C(=O)Nn2cnnc2)cc1
(38) Nc1nc2ccccc2n1S(=O)(=O)c1ccc(Cl)cc1
(39) CN1CCN(c2ccc(NC(=O)c3ccc([N+](=O)[O-])o3)cc2Cl)CC1
(40) CCOc1ccccc1N1C(=O)CC(Sc2n[nH]c(-c3ccccc3)n2)C1=O (configuration not stated)
entry no.	31	32	33	34	35	36	37	38	39	40
WRN helicase inh	-4%	-3%	2%	-8%	-6%	3%	5%	-4%	6%	-12%
FUS suppressor	3%	-8%	-10%	4%	6%	15%	-30%	-2%	8%	26%
PI5P4Ka inh	-3	6	0	0	-28	4	-2	4	-3	-18
IL-2 act	-0.7	0.0	0.1	0.5	0.2	-0.3	0.7	-0.9	0.4	-2.4
EPAC1 ag	16%	-1%	-1%	8%	3%	7%	1%	1%	-1%	-3%
aSyn rescue	-2%	5%	-12%	6%	-1%	15%	8%	13%	3%	-29%
EPAC1 antag	u	-1%	6%	7%	20%	-20%	18%	-20%	-1%	-18%
PLK1 PBD inh	-9%	-8%	1%	-23%	-14%	u	6%	-16%	-12%	7.5µM*
Abeta rescue	4%	16%	-4%	11%	-2%	u	8%	-5%	6%	-86%[inhibitor]

(41) CCS(=O)(=O)N1Cc2ccccc2CC1C(=O)Nc1ccc(C)cc1 (configuration not stated)
(42) C/C(=N\NC(=O)c1ccccc1O)c1ccc(NC(=O)c2ccccc2)cc1
(43) Cc1ccc(C(=O)O/N=C(\N)c2ccccn2)c(C)c1
(44) CC(C)C(NS(=O)(=O)c1cccs1)C(=O)NCCN1CCN(c2ccccc2)CC1 (configuration not stated)
(45) COc1cccc(C=Nc2ccc3c(c2)CCC3)c1O
(46) COCCn1cnc2c1c(=O)n(Cc1ccc(Br)cc1)c(=O)n2Cc1ccccc1
(47) CCOc1cc(C2/C(=C(/O)c3ccc(S(=O)(=O)N4CCCCC4)cc3)C(=O)C(=O)N2CCOC)ccc1O (configuration not stated)
entry no.	41	42	43	44	45	46	47
WRN helicase inh	6%	-3%	-2%	-7%	-8%	-1%	7%
FUS suppressor	-19%	13%	12%	7%	-14%	32%	14%
PI5P4Ka inh	2	0	-57*	-5	-5	16	0
IL-2 act	1.9	-0.3	-0.7	1.5	0.9	1.5	1.1
EPAC1 ag	-3%	8%	4%	6%	12%	13%	12%
aSyn rescue	x	-3%	-55%[inhibitor]	3%	1%	9%	-3%
EPAC1 antag	5%	u	-9%	-8%	-20%	-11%	11%
PLK1 PBD inh	-4%	1%	-4%	0%	u	-9%	-19%
Abeta rescue	-1%	6%	-53%[inhibitor]	20%	-13%	-6%	6%

# Assay outcomes: PubChem BioAssay, National Center for Advancing Translational Sciences (NCATS)
